Jurkat NFkB inh: inhibitors of induced NF-kB luciferase reporter, primary screen, TCR NF-kB activation inhibitor project, cell-based, luminescence, uHTS | inhibition, % at 4 µM | Jurkat, PMA/ionomycin-induced NF-kB luciferase reporter | actives 0.53% (n = 330,000); in the data active means inhibition above about 50%
EBI2 antag: EBI2 receptor antagonists, beta-arrestin recruitment, primary screen, cell-based, luminescence, 7a,25-OHC stimulation, uHTS. G-protein coupled receptor 183 (Homo sapiens), P32249. 7a,25-OHC stimulated. inhibition, % at 5 µM. actives 0.81% (n = 360,000). AID 651636, 2012; in the data active means inhibition above about 38%;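 further: enzyme fragment complementation signal reports receptor beta-arrestin coupling in cells; 0% = agonist plus DMSO wells and 100% = wells without agonist; some results beyond the cut were filed as inactive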
XBP1 UPR activ: activators of adaptive XBP1 UPR arm, primary screen, cell-based, CHO-XBP1 luciferase reporter, luminescence, uHTS; actives 0.33% (n = 330,000); IRE1-XBP1 UPR activation; percent of tunicamycin response, DMSO as zero; activation, % at 20 µM;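 active means versus positive control, 20 µM dose yields 30% or more activation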;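 further: 100% = tunicamycin at 10 µg/mL and 0% = DMSO only wells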
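Material: CHO cell line with stable XBP1 luciferase reporter; schedule: 16-18 h cell attachment at 37 °C, then 6 h compound exposure; signal: glow luminescence from Steady-Glo reagent; medium: serum-containing F12 medium, 10% FBS; benchmarks: tunicamycin 10 µg/mL and vehicle-only wells; read-out: percent activation relative to tunicamycin reference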
UPR CHOP act: activators of apoptotic CHOP UPR arm, primary screen, cell-based, CHO-CHOP luciferase reporter, luminescence, uHTS | UPR activation; percent of tunicamycin response over DMSO baseline | activation, % at 10 µM | actives 0.34% (n = 330,000) | AID 449763, 2010;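 active means at 10 µM dose, activation of 40% or more, normalized to positive control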;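 further: 100% = tunicamycin at 10 µg/mL and 0% = DMSO alone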
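Dosing – one dose, 10 µM in 0.5% DMSO · System – CHO-CHOP cells, stable luciferase reporter of PERK-eIF2a-CHOP signalling · Input – 500 cells/well · Control set – tunicamycin 10 µg/mL final as positive, DMSO-only wells as negative · Timing – 6 h compound treatment, 37 °C · Measure – % activation vs tunicamycin · Technique – luminescence read with Steady-Glo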
697 NFkB inh: inhibitors of PMA/ionomycin-induced NF-kB reporter, 697 cells, primary screen, B-cell NF-kB inhibitor project, cell-based, luminescence, uHTS. 697 B-cell NF-kB luciferase reporter, 16 h. inhibition, % at 4 µM. actives 0.33% (n = 330,000); in the data active means inhibition above about 35%
CCR6 antag: CCR6 receptor antagonists, primary screen, cell-based, CHO-K1, luminescence, beta-arrestin, uHTS; C-C chemokine receptor type 6 (Homo sapiens), P51684; CHO-K1 CCR6 PathHunter beta-arrestin, CCL20-stimulated; inhibition, % at 20 µM; actives 0.49% (n = 340,000); AID 493098, 2011;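 active means compounds whose inhibition of the agonist-driven luminescence signal at 20 µM reaches about 50%, limit read from the data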;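 further: cells stimulated with CCL20 at 14 nM final; plate controls were DMSO with CCL20 for no effect and DMSO without agonist for full effect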
Target sequence (P51684 whole entry, looked up): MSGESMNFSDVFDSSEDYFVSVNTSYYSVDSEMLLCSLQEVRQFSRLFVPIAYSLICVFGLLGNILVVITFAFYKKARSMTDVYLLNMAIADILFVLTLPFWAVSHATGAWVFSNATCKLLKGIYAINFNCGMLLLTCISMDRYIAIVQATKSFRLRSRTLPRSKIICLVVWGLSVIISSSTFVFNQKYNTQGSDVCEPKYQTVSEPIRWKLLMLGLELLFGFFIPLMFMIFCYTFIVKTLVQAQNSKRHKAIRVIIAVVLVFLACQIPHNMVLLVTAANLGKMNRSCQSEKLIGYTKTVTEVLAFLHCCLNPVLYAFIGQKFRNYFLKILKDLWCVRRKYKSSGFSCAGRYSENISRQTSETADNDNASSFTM
Mdm2 MdmX PPI: inhibitors of human Mdm2-MdmX association, primary screen, cell-based, luminescence, split luciferase, SaOS-2, uHTS; Protein Mdm4 (Homo sapiens) + E3 ubiquitin-protein ligase Mdm2 (Homo sapiens), …; SaOS-2 split-luciferase Mdm2/MdmX complementation; inhibition, % at 8 µM; actives 3% (n = 330,000);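 active means inhibition of at least 50% at 8 µM in the primary screen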
CXCR6 inh: CXCR6 receptor inhibitors, primary screen, cell-based, beta-arrestin, luminescence, CHO-K1 PathHunter, 1536-well. C-X-C chemokine receptor type 6 (Homo sapiens), O00574. actives 0.36% (n = 360,000). inhibition, % at 20 µM; in the data active means inhibition above about 34%, passing the limit was not always enough;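 further: antagonist mode with CXCL16 agonist at 10 nM final; 0% = 10 nM CXCL16 with DMSO and 100% = unstimulated wells without agonist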
Target sequence (O00574 whole entry, looked up): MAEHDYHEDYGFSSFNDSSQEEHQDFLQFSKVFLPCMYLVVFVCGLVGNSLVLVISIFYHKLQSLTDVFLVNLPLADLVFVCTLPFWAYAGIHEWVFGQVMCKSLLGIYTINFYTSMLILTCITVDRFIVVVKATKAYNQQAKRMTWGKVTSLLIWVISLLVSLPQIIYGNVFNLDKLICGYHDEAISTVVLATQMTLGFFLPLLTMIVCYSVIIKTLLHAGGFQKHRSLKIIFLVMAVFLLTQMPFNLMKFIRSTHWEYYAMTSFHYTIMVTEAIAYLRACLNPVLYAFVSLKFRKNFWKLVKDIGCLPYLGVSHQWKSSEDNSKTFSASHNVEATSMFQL
Gli-Sufu antag: Gli-Sufu pathway antagonists, primary screen, luciferase luminescence, Sufu-KO-LIGHT cells, uHTS. Sufu-KO-LIGHT fibroblasts, Gli luciferase reporter luminescence. inhibition, % at 5 µM. actives 0.74% (n = 340,000). AID 588413, 2011;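 active means inhibition above about 55%, limit read from the data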;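 further: 0% = DMSO-treated cells and 100% = wells with medium but no cells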
Active calls of the source: *; / = not tested or not shown. No enrichment for hits; 5% or so of the library scored in one or more.

SMILES	Jurkat NFkB inh	EBI2 antag	XBP1 UPR activ	UPR CHOP act	697 NFkB inh	CCR6 antag	Mdm2 MdmX PPI	CXCR6 inh	Gli-Sufu antag
CN1c2ccccc2C(=O)/C(=C\Nc2ncccn2)S1(=O)=O	16	0	1	0.0	8	-6	21	4	28
Cc1ccc2c(c1)nnn2C1CCN(CC(=O)N(c2ccccc2)c2ccccc2)CC1	-3	-9	0	0.8	15	13	-17	12	13
COc1cc(C)nc(N2CCCC(C(=O)NC3CCC(C)CC3)C2)n1 (configuration not stated)	-84	/	-1	5.4	-90	18	-58	/	-66
Cc1cccc(NC(=O)CN2C(=O)c3ccccc3C2=O)c1C	-2	-7	5	1.1	-7	-6	3	-4	-10
COCCn1c(SC(C)C(=O)Nc2ccc(N3CCOCC3)cc2)nnc1-c1ccncc1 (configuration not stated)	10	-3	1	0.6	1	-6	2	-10	-7
CC[N+]1(C)CCC(O)(c2ccc(OC)cc2)C(C(=O)c2ccc(OC)cc2)C1 (configuration not stated)	/	15	/	/	/	17	/	14	6
CNC(=S)N(Cc1cc2cc(C)ccc2n2nnnc12)CC(C)(C)CN(C)C	-4	4	-3	-0.9	-10	13	-7	4	16
CN1CCN(c2ccc(NC(=O)c3ccc(-c4cccc([N+](=O)[O-])c4)o3)cc2)CC1	-22	13	-4	2.0	-16	13	-4	-12	10
O=C(NNS(=O)(=O)c1ccc(F)cc1)c1cccc(O)c1	-18	0	-2	1.0	6	1	18	-11	21
CC1CCN(C(=O)Cn2c(=O)oc3cc(S(=O)(=O)N4CCCCC4)ccc32)CC1	-6	1	-5	-0.5	9	10	10	1	6
CC(C)c1nc2sc3c(=O)[nH]c(=S)[nH]c3c2c2c1CCCC2	-2	7	-3	-1.6	-13	3	-7	2	5
c1ccc2c(c1)OCCc1c-2[nH]c2ccccc12	-36	-18	1	1.5	-16	-3	-3	-7	8
Cc1c(S(=O)(=O)N(C)C2CCCCC2)c(=O)n(C)c(=O)n1C	13	-1	-1	1.0	8	6	-1	0	-13
CC1Cc2cc(/C=C3/SC(=S)NC3=O)ccc2O1 (configuration not stated)	-3	-13	3	5.7	-70	13	-44	4	24
CC(C)Sc1cc(N2CCOCC2)nc(-c2ccc(Cl)cc2)n1	21	-9	0	-1.2	5	-11	-6	-2	49
N#CCC(=O)N/N=C/c1cc([N+](=O)[O-])ccc1N1CCCC1	-6	-30	1	0.3	11	16	30	12	2
CN(C)c1ncc(CN2CCC(C(=O)Nc3ccc(-n4cccn4)cc3)CC2)s1	6	9	-3	1.5	1	12	8	-5	10
CCCCCCC(=O)Nc1nc(C)c(-c2csc(Nc3cccc(OC)c3)n2)s1	-10	4	0	1.2	-2	9	2	12	4
CCN(CC)c1ccc(C(=O)Nc2ccccc2)cc1[N+](=O)[O-]	-72	14	-2	5.5	-15	26	-26	0	-74
CC(c1ccccn1)N(Cc1ccco1)C(=S)Nc1cccc(F)c1 (configuration not stated)	5	1	-3	1.2	-7	8	26	-2	-31
CC1(C)CSC(C)(C)C(=O)N1	/	-13	/	/	/	6	/	-5	3
CN(C)c1ccc(C(=O)OCc2ccc(Br)cc2)cc1	-11	21	-2	2.6	-22	0	-8	1	-22
COc1cccc(CNS(=O)(=O)c2c(C(=O)N3CCCC3)c(C)n(C)c2C)c1	1	1	-1	2.0	-10	19	11	5	-5
O=C(NC1CCS(=O)(=O)C1)/C(=C\c1ccc(F)cc1)NC(=O)c1ccccc1 (configuration not stated)	11	0	-1	0.2	-3	4	14	-2	-6
Cc1cc(-c2csc3nc[nH]c(=S)c23)cc(C)c1C	2	-1	6	2.1	35*	44	40	37	1
COC(=O)c1csc(S(=O)(=O)N2CCCCC2)c1OC	-6	-2	-1	0.2	10	-11	34	-1	-9
OC(COc1ccc(Cl)cc1)CN1CCN(c2cccc(Cl)c2)CC1 (configuration not stated)	10	26	1	1.5	23	6	-1	-16	14
O=C(COc1ccc(S(=O)(=O)N2CCOCC2)cc1Cl)NCCN1CCOCC1	15	6	-1	-0.1	-6	8	4	-3	-11
CCNC(=O)C(=O)c1c(-c2ccccc2)[nH]c2ccccc12	11	4	0	-2.2	10	-14	-13	0	2
COc1ccc(-c2ccc(N(C)C)cc2)cc1[C@H]1[C@H]2C=CC[C@@H](C)[C@@H]2C(=O)N1Cc1ccccc1	9	17	-4	1.3	51*	23	25	0	7

Records above that bear a hit mark in 697 NFkB inh.
compound	Jurkat NFkB inh	EBI2 antag	XBP1 UPR activ	697 NFkB inh	CCR6 antag	Mdm2 MdmX PPI	CXCR6 inh
Cc1cc(-c2csc3nc[nH]c(=S)c23)cc(C)c1C	2	-1	6	35*	44	40	37
COc1ccc(-c2ccc(N(C)C)cc2)cc1[C@H]1[C@H]2C=CC[C@@H](C)[C@@H]2C(=O)N1Cc1ccccc1	9	17	-4	51*	23	25	0

Remaining list, next part:
SMILES	Jurkat NFkB inh	EBI2 antag	XBP1 UPR activ	UPR CHOP act	697 NFkB inh	CCR6 antag	Mdm2 MdmX PPI	CXCR6 inh	Gli-Sufu antag
O=C(c1ccc(CN2CCOCC2)cc1)N1CCN(c2cccc(Cl)c2)CC1	-14	3	-5	0.2	-15	-12	-6	-2	10
COc1cccc(N2CC(C(=O)N3CCC4(CC3)CC(=O)c3ccccc3O4)CC2=O)c1 (configuration not stated)	9	40	0	-1.2	-13	5	-4	-8	9
C[C@@]12C(=O)Nc3ccc(F)cc3C(=O)N1[C@H]1c3cc(Cl)ccc3OC[C@@H]1[C@@H]2c1ccccc1	10	5	2	0.6	-12	14	56*	19	-2
Nc1nc2cc(S(=O)(=O)NC3=NCCCCC3)ccc2s1	-2	-35	-4	0.4	10	15	-10	8	4
CC(=O)N/C(=C\c1ccccc1)C(=O)OCc1ccc(F)cc1	12	-4	-1	2.9	-2	7	-14	0	-10
Cc1ccc(C)c(S(=O)(=O)N2CCN(C(=O)C3CCN(C(=O)c4ccc(F)cc4)CC3)CC2)c1	13	17	-3	1.6	-15	4	16	-11	9
COc1ccccc1NC(=O)NCCCl	7	-11	-3	-1.1	-4	6	6	0	2
COc1ccc(CCNC(=O)CS(=O)Cc2nc(-c3ccc(C)cc3)oc2C)cc1OC (configuration not stated)	6	1	-4	-0.3	-9	7	-4	0	1
COc1ccc(NC(=O)C2CCCN(C(=O)Nc3cccc(OC)c3)C2)cc1 (configuration not stated)	7	13	-1	1.5	-5	-7	17	-4	19
Cc1cccc2sc(NC(=O)CCNC(=O)c3ccco3)nc12	2	1	-1	1.4	-30	-8	-3	4	27
COc1cc(O)c(C(CCN2CCCCC2)c2cc(OC)c(OC)c(OC)c2)c(OC)c1 (configuration not stated)	1	-19	1	-0.7	21	-5	-8	2	-6
CCOC(=O)c1cccc(NC(=O)CN2C(=O)C3CC=CCC3C2=O)c1 (configuration not stated)	-16	1	-1	3.4	0	5	13	3	-12
CCCC(=O)NCCc1cc2cc(C)c(C)cc2[nH]c1=O	/	-9	/	/	/	4	/	-2	4
COC(=O)c1ccc(N2CCN(C)CC2)c(NC(=O)COc2ccccc2Cl)c1	-46	14	1	-0.6	-21	-3	7	6	-6
CCOc1cc(/C=C2\N=C3CCCCCN3C2=O)ccc1O	-34	-3	4	0.1	-12	20	5	-4	-19
Cc1cc(C)cc(N2C(=O)CN(Cc3sccc3C)C2=S)c1	12	-4	0	1.5	-1	16	-6	-4	1
Cc1cc(NS(=O)(=O)c2ccc(NC(=O)C3CCCCC3)cc2)no1	-5	-12	-2	0.2	22	10	23	-2	-3
Cc1cccc(NC(=O)c2cc(-c3ccc(C)c(C)c3O)n[nH]2)c1	-42	2	2	3.4	5	9	53*	-10	-44
COc1ccc(OCC(O)COc2ccc(C(=O)O)cc2)cc1 (configuration not stated)	-5	-5	-2	0.1	12	-8	12	-2	-3
O=C(CSc1nc(SCC(=O)NCc2ccccc2)n(-c2ccccc2)n1)NCc1ccccc1	17	11	-4	-1.4	1	16	20	1	9

Reformatted: results already given
Second line of a record – Jurkat NFkB inh, EBI2 antag, XBP1 UPR activ, UPR CHOP act, 697 NFkB inh, CCR6 antag, Mdm2 MdmX PPI, CXCR6 inh, Gli-Sufu antag
- c1ccc2c(c1)OCCc1c-2[nH]c2ccccc12
    -36, -18, 1, 1.5, -16, -3, -3, -7, 8
- Cc1c(S(=O)(=O)N(C)C2CCCCC2)c(=O)n(C)c(=O)n1C
    13, -1, -1, 1.0, 8, 6, -1, 0, -13
- CC1Cc2cc(/C=C3/SC(=S)NC3=O)ccc2O1 (configuration not stated)
    -3, -13, 3, 5.7, -70, 13, -44, 4, 24
- CC(C)Sc1cc(N2CCOCC2)nc(-c2ccc(Cl)cc2)n1
    21, -9, 0, -1.2, 5, -11, -6, -2, 49
- N#CCC(=O)N/N=C/c1cc([N+](=O)[O-])ccc1N1CCCC1
    -6, -30, 1, 0.3, 11, 16, 30, 12, 2
- CN(C)c1ncc(CN2CCC(C(=O)Nc3ccc(-n4cccn4)cc3)CC2)s1
    6, 9, -3, 1.5, 1, 12, 8, -5, 10

(more compounds)
SMILES	Jurkat NFkB inh	EBI2 antag	XBP1 UPR activ	UPR CHOP act	697 NFkB inh	CCR6 antag	Mdm2 MdmX PPI	CXCR6 inh	Gli-Sufu antag
O=C(COC(=O)c1nc(Cl)c(Cl)c(Cl)c1Cl)c1ccc[nH]1	0	-33	-2	4.7	-2	1	73*	37	-5
O=C(Cn1c(O)c(/C=C2\C=Nc3ccccc32)sc1=O)Nc1ccc2c(c1)OCO2	15	14	0	-0.7	7	6	40	4	1
CCN(Cc1cc2ccccc2[nH]c1=O)C(=O)C(C)C	-5	-6	-4	-0.2	21	-6	31	0	-1
COc1ccc(NS(=O)(=O)c2cc(C(=O)OC(C)C(=O)N3CCOCC3)ccc2Cl)cc1 (configuration not stated)	15	0	-1	-0.1	8	11	5	0	37
Cc1cc2oc(=O)cc(CSc3nnc(C)n3N)c2cc1C(C)C	1	-2	0	-1.0	4	2	-12	0	-4
